NSD2 block: inhibitors of human NSD2, primary screen, biochemical, plate reader, single point; Histone-lysine N-methyltransferase NSD2 (Homo sapiens), O96028; NSD2-SET H3K36me1 DELFIA fluorescence; inhibition, % at 12.5 µM; 0.07% of 44,000 active; in the data active = inhibition above about 54%, passing the limit was not always enough;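 also: inhibitors reduce the monomethyl H3K36 fluorescence signal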
Target sequence (O96028 whole entry, looked up): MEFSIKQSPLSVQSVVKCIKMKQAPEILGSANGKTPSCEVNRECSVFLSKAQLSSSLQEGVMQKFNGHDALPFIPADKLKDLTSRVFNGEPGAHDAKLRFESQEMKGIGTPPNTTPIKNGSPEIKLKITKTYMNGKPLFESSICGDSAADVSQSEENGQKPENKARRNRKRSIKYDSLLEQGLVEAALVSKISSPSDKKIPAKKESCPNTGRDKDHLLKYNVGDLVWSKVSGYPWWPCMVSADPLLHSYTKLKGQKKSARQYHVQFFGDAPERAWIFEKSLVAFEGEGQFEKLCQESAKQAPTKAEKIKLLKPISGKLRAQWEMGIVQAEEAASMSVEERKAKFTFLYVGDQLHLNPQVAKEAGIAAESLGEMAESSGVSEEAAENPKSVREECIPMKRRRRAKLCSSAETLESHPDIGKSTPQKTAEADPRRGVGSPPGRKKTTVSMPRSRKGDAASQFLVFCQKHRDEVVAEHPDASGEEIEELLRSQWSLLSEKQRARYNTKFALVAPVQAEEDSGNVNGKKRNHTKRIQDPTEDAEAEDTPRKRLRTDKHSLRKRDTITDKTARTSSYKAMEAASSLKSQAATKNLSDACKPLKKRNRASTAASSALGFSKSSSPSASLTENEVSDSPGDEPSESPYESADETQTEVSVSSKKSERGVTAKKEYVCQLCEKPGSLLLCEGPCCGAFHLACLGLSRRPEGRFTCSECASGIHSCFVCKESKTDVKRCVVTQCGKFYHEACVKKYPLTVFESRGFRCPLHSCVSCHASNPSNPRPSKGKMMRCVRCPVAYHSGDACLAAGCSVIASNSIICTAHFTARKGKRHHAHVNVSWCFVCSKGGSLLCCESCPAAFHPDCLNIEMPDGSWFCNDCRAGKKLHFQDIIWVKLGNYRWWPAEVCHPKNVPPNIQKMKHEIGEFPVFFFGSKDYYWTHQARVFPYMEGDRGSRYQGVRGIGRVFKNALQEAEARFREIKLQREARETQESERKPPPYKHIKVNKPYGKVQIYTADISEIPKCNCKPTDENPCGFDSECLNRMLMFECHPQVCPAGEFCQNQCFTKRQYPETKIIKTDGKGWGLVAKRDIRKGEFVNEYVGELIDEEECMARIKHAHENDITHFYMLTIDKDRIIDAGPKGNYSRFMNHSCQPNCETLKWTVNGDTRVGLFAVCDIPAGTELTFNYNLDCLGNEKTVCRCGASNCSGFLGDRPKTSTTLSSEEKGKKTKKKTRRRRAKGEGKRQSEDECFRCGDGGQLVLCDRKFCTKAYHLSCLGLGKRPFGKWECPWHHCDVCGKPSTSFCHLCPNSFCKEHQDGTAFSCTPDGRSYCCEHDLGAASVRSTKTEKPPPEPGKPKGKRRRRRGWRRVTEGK
Active calls of the source: *.

SMILES	NSD2 block
COc1ccc(CN(C)C[C@@H]2Oc3c(NC(=O)NC4CCCCC4)cccc3C(=O)N([C@@H](C)CO)C[C@@H]2C)cc1	5
CC(=O)N(C)C[C@@H]1Oc2ncc(C#Cc3ccccn3)cc2C(=O)N([C@@H](C)CO)C[C@@H]1C	-1
C[C@@H]1CN([C@@H](C)CO)C(=O)c2cccc(NS(=O)(=O)c3ccc(Cl)cc3)c2O[C@@H]1CN(C)S(=O)(=O)c1ccc(Cl)cc1	-3
C[C@H](CO)N1C[C@H](C)[C@@H](CN(C)Cc2cccnc2)Oc2ncc(C#CC3CCCCC3)cc2C1=O	-8
CCCC#Cc1ccc2c(c1)O[C@H](CN(C)C(=O)C1CCC1)[C@@H](C)CN([C@H](C)CO)S2(=O)=O	2
C[C@H](CO)N1C[C@H](C)[C@H](CN(C)Cc2ccc(Cl)c(Cl)c2)Oc2c(NS(=O)(=O)c3cn(C)cn3)cccc2C1=O	-4
C[C@H]1CN([C@@H](C)CO)S(=O)(=O)c2ccc(C#CCN(C)C)cc2O[C@@H]1CN(C)Cc1ccc(F)cc1	11
C[C@@H]1CN([C@H](C)CO)C(=O)c2cc(-c3ccncc3)cnc2O[C@H]1CN(C)C(=O)C1CCCCC1	1
C[C@@H]1CN([C@@H](C)CO)C(=O)c2cc(NC(=O)Nc3ccc4c(c3)OCO4)ccc2O[C@@H](C)CCCCO[C@H]1CN(C)C(=O)Nc1cccc2ccccc12	1
Cc1noc(C)c1S(=O)(=O)Nc1ccc2c(c1)C(=O)N([C@H](C)CO)C[C@@H](C)[C@@H](CN(C)C(=O)Nc1ccc3c(c1)OCO3)O2	-42
C[C@@H]1CN([C@@H](C)CO)C(=O)Cc2cc(NC(=O)C3CCCCC3)ccc2O[C@H]1CN(C)Cc1ccc(Oc2ccccc2)cc1	1
C[C@H](CO)N1C[C@H](C)[C@@H](CN(C)Cc2cccc(F)c2)Oc2ncc(Br)cc2C1=O	-1
C[C@@H]1CN([C@@H](C)CO)S(=O)(=O)c2ccc(C#Cc3ccccn3)cc2O[C@H]1CN(C)C(=O)C1CC1	0
C[C@@H]1CCCCO[C@H](CN(C)Cc2ccc3c(c2)OCO3)[C@@H](C)CN([C@@H](C)CO)C(=O)c2cc(NC(=O)c3ccncc3)ccc2O1	-2
CCC(=O)N(C)C[C@@H]1Oc2cc(-c3cccnc3)ccc2S(=O)(=O)N([C@H](C)CO)C[C@@H]1C	4
CC(C)C(C(=O)O)N1C(=O)/C(=C/c2ccccc2)SC1=S (centres undefined)	-4
Cc1noc(C)c1NC(=O)Nc1ccc2c(c1)C(=O)N([C@@H](C)CO)C[C@H](C)[C@@H](CN(C)C(=O)CCCN(C)C)OCCCC[C@H](C)O2	1
C[C@@H]1CCCCO[C@H](CN(C)Cc2ccccc2)[C@@H](C)CN([C@@H](C)CO)C(=O)c2cc(NC(=O)Nc3ccc(F)cc3)ccc2O1	4
C[C@@H]1CN([C@@H](C)CO)C(=O)c2cc(NS(C)(=O)=O)ccc2O[C@H]1CN(C)C(=O)Nc1cccc2ccccc12	5
COc1ccc(NC(=O)N(C)C[C@@H]2Oc3ccc(NS(=O)(=O)c4c(C)noc4C)cc3C(=O)N([C@H](C)CO)C[C@H]2C)cc1	3
C[C@@H]1CN([C@H](C)CO)C(=O)c2cccc(NS(C)(=O)=O)c2O[C@H]1CN(C)Cc1ccncc1	2
C[C@@H]1CCCCO[C@H](CN(C)Cc2ccncc2)[C@@H](C)CN([C@H](C)CO)C(=O)c2cc(NC(=O)C3CCCCC3)ccc2O1	-1
Cc1noc(C)c1NC(=O)N(C)C[C@@H]1OCCCC[C@@H](C)Oc2ccc(NS(=O)(=O)c3cn(C)cn3)cc2C(=O)N([C@H](C)CO)C[C@H]1C	3
C[C@]12CCC3C4(C=CC5(C=C4C(=O)C4CCCCC4)C[C@@H](O)CC[C@]35C)C1CC[C@@]2(O)CN1CCC(n2c(=O)[nH]c3ccccc32)CC1 (some centres undefined)	5
C/C=C/c1ccc2c(c1)O[C@@H](CN(C)C(=O)c1ccccc1)[C@H](C)CN([C@H](C)CO)S2(=O)=O	0

Two compounds drawn at random from those above:
SMILES	NSD2 block
COc1ccc(NC(=O)N(C)C[C@@H]2Oc3ccc(NS(=O)(=O)c4c(C)noc4C)cc3C(=O)N([C@H](C)CO)C[C@H]2C)cc1	3
C[C@H](CO)N1C[C@H](C)[C@@H](CN(C)Cc2cccc(F)c2)Oc2ncc(Br)cc2C1=O	-1

Single entries from the entries so far.
Reading of Cc1noc(C)c1S(=O)(=O)Nc1ccc2c(c1)C(=O)N([C@H](C)CO)C[C@@H](C)[C@@H](CN(C)C(=O)Nc1ccc3c(c1)OCO3)O2 under NSD2 block: -42
Reading of C[C@@H]1CN([C@@H](C)CO)S(=O)(=O)c2ccc(C#Cc3ccccn3)cc2O[C@H]1CN(C)C(=O)C1CC1 under NSD2 block: 0

Additional records follow.
SMILES	NSD2 block
COCC#Cc1cnc2c(c1)C(=O)N([C@H](C)CO)C[C@H](C)[C@@H](CN(C)C(=O)NC1CCCC1)O2	1
Cc1ccc(-c2cnc3c(c2)C(=O)N([C@@H](C)CO)C[C@@H](C)[C@@H](CN(C)Cc2ccccc2C(=O)O)O3)cc1	-5
COc1cccc(NC(=O)N(C)C[C@@H]2Oc3cc(C#Cc4ccncc4)ccc3S(=O)(=O)N([C@@H](C)CO)C[C@H]2C)c1	-3
COc1ccc(NC(=O)Nc2ccc3c(c2)C(=O)N([C@H](C)CO)C[C@H](C)[C@H](CN(C)C(=O)Nc2ccc(C(F)(F)F)cc2)OCCCC[C@H](C)O3)cc1	-7
COc1cccc(-c2ccc3c(c2)O[C@@H](CN(C)Cc2cncnc2)[C@@H](C)CN([C@H](C)CO)S3(=O)=O)c1	17
CC(C)(C)c1cc(C(=O)Oc2ccc(Cl)cc2)n(Cc2ccccc2)n1	-10
O=C(N/N=C/c1ccc(OCc2ccccc2)cc1O)c1ccccn1	-8
O=C(C[C@H]1C[C@@H]2c3cc(NS(=O)(=O)c4ccc(F)cc4)ccc3O[C@@H]2[C@@H](CO)O1)NCc1cc(F)ccc1F	2
Cc1noc(C)c1S(=O)(=O)N(C)C[C@@H]1OCCCC[C@@H](C)Oc2ccc(NS(=O)(=O)c3cccs3)cc2C(=O)N([C@@H](C)CO)C[C@@H]1C	-2
C[N+]1(C)C2CC[C@H]1CC(OC(=O)C(O)c1ccccc1)C2 (some centres undefined)	4
CCC(=O)N(C)C[C@H]1Oc2ncc(-c3ccc(F)cc3)cc2C(=O)N([C@H](C)CO)C[C@@H]1C	2
C[C@@H]1CN([C@H](C)CO)C(=O)c2cc(C3=CCCCC3)cnc2O[C@@H]1CN(C)C(=O)Cc1ccccc1	5
CC(=O)N(C)C[C@@H]1Oc2ncc(C#Cc3cccc(F)c3)cc2C(=O)N([C@H](C)CO)C[C@@H]1C	-1
CC(C)NC(=O)Nc1ccc2c(c1)CC(=O)N([C@H](C)CO)C[C@H](C)[C@H](CN(C)C(=O)Nc1ccc(F)cc1)O2	6
CC(=O)N(C)C[C@@H]1Oc2cc(/C=C/c3ccccc3)ccc2S(=O)(=O)N([C@H](C)CO)C[C@@H]1C	-6
C[C@H](CO)N1C[C@H](C)[C@@H](CN(C)C(=O)C2CCCCC2)Oc2ncc(C#CCc3ccccc3)cc2C1=O	-6
C[C@@H]1CN([C@H](C)CO)C(=O)c2cc(C#CCN(C)C)cnc2O[C@@H]1CN(C)Cc1ccc2c(c1)OCO2	3
COCC(=O)N(C)C[C@@H]1Oc2cc(C#Cc3ccccc3)ccc2S(=O)(=O)N([C@@H](C)CO)C[C@H]1C	-2
CC(C)NC(=O)N(C)C[C@@H]1Oc2ccc(NC(=O)Cc3cn(C)c4ccccc34)cc2CC(=O)N([C@H](C)CO)C[C@@H]1C	0
COc1ccc(NC(=O)N(C)C[C@H]2Oc3c(NC(=O)c4nc5ccccc5s4)cccc3C(=O)N([C@@H](C)CO)C[C@@H]2C)cc1	-1
CCN1CCN(C(=O)N[C@@H](C(=O)N[C@@H]2C(=O)N3[C@@H]2SC(C)(C)[C@@H]3C(=O)O)c2ccccc2)C(=O)C1=O	-4
COc1cc(/C=N/NC(=O)c2ccccc2O)c([N+](=O)[O-])cc1OC	-1
COc1cc(CCC(O)CC(O)CCc2ccc(O)c(O)c2)ccc1O (centres undefined)	32
COc1ccc(NC(=O)N(C)C[C@H]2Oc3ccc(NC(=O)Cc4ccccc4)cc3C(=O)N([C@@H](C)CO)C[C@@H]2C)cc1	4
C[C@H]1CCCCO[C@@H](CN(C)Cc2ccc(C(F)(F)F)cc2)[C@@H](C)CN([C@@H](C)CO)C(=O)c2cc(NS(=O)(=O)c3ccc(F)cc3)ccc2O1	3

Arranged by value in NSD2 block (rising): five of the compounds above
SMILES	NSD2 block
CC(C)(C)c1cc(C(=O)Oc2ccc(Cl)cc2)n(Cc2ccccc2)n1	-10
COc1ccc(NC(=O)Nc2ccc3c(c2)C(=O)N([C@H](C)CO)C[C@H](C)[C@H](CN(C)C(=O)Nc2ccc(C(F)(F)F)cc2)OCCCC[C@H](C)O3)cc1	-7
COc1cccc(NC(=O)N(C)C[C@@H]2Oc3cc(C#Cc4ccncc4)ccc3S(=O)(=O)N([C@@H](C)CO)C[C@H]2C)c1	-3
C[N+]1(C)C2CC[C@H]1CC(OC(=O)C(O)c1ccccc1)C2 (some centres undefined)	4
CC(C)NC(=O)Nc1ccc2c(c1)CC(=O)N([C@H](C)CO)C[C@H](C)[C@H](CN(C)C(=O)Nc1ccc(F)cc1)O2	6

Next part.
SMILES	NSD2 block
CNC[C@@H]1OCCCC[C@@H](C)Oc2ccc(NS(=O)(=O)c3ccc(C)cc3)cc2C(=O)N([C@@H](C)CO)C[C@@H]1C	-2
COc1ccc(CN(C)C[C@@H]2OCCCC[C@@H](C)Oc3ccc(NS(=O)(=O)c4c(C)noc4C)cc3C(=O)N([C@H](C)CO)C[C@H]2C)cc1	-7
CN(C)C(=O)C[C@@H]1C[C@@H]2c3cc(NC(=O)c4cccnc4)ccc3O[C@@H]2[C@@H](CO)O1	-17
Cc1noc(C)c1NC(=O)Nc1cccc2c1O[C@@H](CN(C)C(=O)Nc1ccc3c(c1)OCO3)[C@H](C)CN([C@@H](C)CO)C2=O	-4
COc1cc(/C=N/NC(=O)c2ccccn2)c(Br)cc1O	-1
C[C@H]1CN([C@@H](C)CO)C(=O)c2cc(C#CC(C)(C)O)cnc2O[C@@H]1CN(C)C(=O)c1ccccc1F	1
C[C@@H]1CN([C@@H](C)CO)C(=O)Cc2cc(NC(=O)CCCCCC(=O)Nc3ccccc3N)ccc2O[C@@H]1CN(C)C(=O)Nc1ccc(F)cc1	2
C[C@@H]1CN([C@@H](C)CO)C(=O)c2cccc(NS(C)(=O)=O)c2O[C@H]1CN(C)Cc1ccccc1	15
C[C@H](CO)N1C[C@H](C)[C@H](CN(C)C)Oc2ccc(NC(=O)Nc3ccc(C(F)(F)F)cc3)cc2C1=O	-1
CCC(=O)N(C)C[C@@H]1Oc2cc(-c3cccc(F)c3)ccc2S(=O)(=O)N([C@@H](C)CO)C[C@@H]1C	9
C[C@H]1CN([C@@H](C)CO)C(=O)c2cc(NC(=O)CCCCCC(=O)Nc3ccccc3N)ccc2O[C@H]1CN(C)S(=O)(=O)c1ccc(Cl)cc1	3
C[C@H](CO)N1C[C@H](C)[C@H](CN(C)C(=O)Nc2ccc3c(c2)OCO3)Oc2ccc(NC(=O)c3ccncc3)cc2CC1=O	5
C[C@H]1CCCCO[C@H](CN(C)C(=O)c2ccccc2)[C@@H](C)CN([C@@H](C)CO)C(=O)c2cc(NS(=O)(=O)c3ccc(Cl)cc3)ccc2O1	-10
C[C@@H]1CN([C@H](C)CO)C(=O)Cc2cc(NC(=O)c3ccncc3)ccc2O[C@H]1CN(C)Cc1ccccc1	0
C/C=C/c1ccc(O)cc1C(=O)C(C)O (centres undefined)	-2
C[C@@H]1CN([C@H](C)CO)C(=O)c2cc(NC(=O)Cn3cnnn3)ccc2O[C@H]1CN(C)S(=O)(=O)c1ccccc1	4
C[C@@H]1CN([C@H](C)CO)C(=O)c2cc(NC(=O)NC3CCCCC3)ccc2O[C@@H]1CN(C)C(=O)Nc1cccc2ccccc12	-2
COc1ccc(S(=O)(=O)N(C)C[C@@H]2Oc3ccc(NC(=O)Cc4ccccc4)cc3CC(=O)N([C@@H](C)CO)C[C@H]2C)cc1	1
C[C@@H]1CN([C@H](C)CO)C(=O)c2cc(NS(C)(=O)=O)ccc2O[C@@H]1CN(C)C(=O)Nc1ccccc1	-3
C=CC[C@]1(C(=O)N(C)C)N=C(c2ccc(OCCCO)cc2)O[C@H]1c1ccccc1	2
COc1ccc([C@@H](C)C(=O)c2ccc(O)cc2O)cc1	-4
COc1ccc(C#Cc2cnc3c(c2)C(=O)N([C@@H](C)CO)C[C@@H](C)[C@H](CN(C)CC2CCCC2)O3)cc1	24
C[C@H](CO)N1C[C@H](C)[C@H](CN(C)Cc2ccc(Cl)c(Cl)c2)Oc2c(NC(=O)Nc3ccc(C(F)(F)F)cc3)cccc2C1=O	-1
C[C@@H]1CN([C@H](C)CO)C(=O)c2cc(N(C)C)ccc2O[C@H]1CN(C)CC1CCCCC1	3
C[C@@H]1CN([C@H](C)CO)C(=O)c2cc(NC(=O)Nc3cccc4ccccc34)ccc2O[C@H]1CN(C)C	-4
The listing continues.
SMILES	NSD2 block
C[C@H](CO)N1C[C@H](C)[C@@H](CN(C)CC2CCCCC2)Oc2ccc(NC(=O)c3ccncc3)cc2C1=O	2
COc1ccc(CN(C)C[C@@H]2Oc3ccc(NC(=O)Nc4ccc5c(c4)OCO5)cc3CC(=O)N([C@@H](C)CO)C[C@@H]2C)cc1	-1
C[C@@H]1C=C(C(=O)N2CCOCC2)O[C@H](OCc2ccc(CO)cc2)C1	4
C[C@@H]1CCCCO[C@H](CN(C)C)[C@H](C)CN([C@H](C)CO)C(=O)c2cc(NC(=O)Nc3ccccc3)ccc2O1	-2
C[C@H]1CN([C@@H](C)CO)C(=O)c2cccc(NC(=O)Nc3ccc4c(c3)OCO4)c2O[C@@H]1CN(C)S(=O)(=O)c1ccc(Cl)cc1	3
Cc1noc(C)c1NC(=O)N(C)C[C@H]1Oc2ccc(NC(=O)C3CCCCC3)cc2C(=O)N([C@@H](C)CO)C[C@H]1C	5

Some of the compounds tested; count on the stated rates, not on these rows.
